# bovine MsrA act – bovine MsrA enzyme activators, primary screen, biochemical, absorbance, HTS; Methionine sulfoxide reductase A (Bos taurus); purified bovine MsrA, absorbance read-out; activation, % at 10.6 µM; 360,000 tested, 0.3% active; AID 602163, 2012; in the data active means activation above about 7.5%;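 further: 0% = vehicle and 100% = reference activator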
# E coli Lon inh – inhibitors of E. coli Lon protease, primary screen, biochemical, fluorescence polarization; inhibition, % at 7.94 µM; 360,000 tested, 0.42% active; AID 602123, 2011; purified E. coli Lon protease; in the data active means inhibition above about 13%, passing the limit was not always enough;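 further: 0% = enzyme with probe and DMSO and 100% = no enzyme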
# MsrA inh – bovine MsrA enzyme inhibitors, primary screen, biochemical, absorbance, HTS | Methionine sulfoxide reductase A (Bos taurus) | purified bovine MsrA, absorbance read-out | inhibition, % at 15.5 µM | 360,000 tested, 0.75% active | AID 651718, 2012; in the data active means inhibition above about 4.5%;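 further: 0% = vehicle wells with enzyme and 100% = reference inhibitor wells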
# CendR NRP1 mod – modulators of CendR peptide binding to NRP-1, primary screen, biochemical, fluorescence polarization, uHTS; Neuropilin-1 (Homo sapiens), O14786; FAM-RPARPAR peptide binding to NRP-1; inhibition, % at 25 µM; 360,000 tested, 0.85% active; AID 602438, 2012;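 active means inhibition or corrected inhibition above about 18%, plus a signal ratio from 0.5 to 1.5, limit read from the data, passing the limit was not always enough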; further: strong numbers were not always called active
# FAS TE block – FAS thioesterase domain inhibitors, primary screen, biochemical, fluorescence intensity, uHTS; recombinant FAS-TE, OMFH fluorogenic substrate, fluorescence endpoint; inhibition, % at 15 µM; 360,000 tested, 0.67% active;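 active means compounds whose normalised, plate-corrected inhibition of enzyme fluorescence in the single-dose primary screen is 50% or more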;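 further: 0% = DMSO with enzyme and 100% = substrate without enzyme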
# SKN-1 block – suppressors of acrylamide-induced Pgst-4::GFP reporter in worms, primary screen, SKN-1 inhibitor project, whole organism, uHTS, GFP/RFP fluorescence ratio, strain VP596 | inhibition, % at 21.8 µM | C. elegans VP596 Pgst-4::GFP/RFP ratio, 24 h | AID 624304, 2012 | 360,000 tested, 0.49% active;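 active means interference check ratio from 0.5 to 1.5 plus GFP to RFP signal ratio inhibition reaching or exceeding a fixed threshold, cut at about 30% in these data, passing the limit was not always enough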; further: some compounds called inactive have numbers as strong as hits
# PABP1 MLLE inh – inhibitors of PABP1 MLLE–PAM2 peptide binding, primary screen, biochemical, fluorescence polarization, FITC-PAM2, GST-MLLE. Polyadenylate-binding protein 1 (Homo sapiens), P11940. inhibition, % at 20 µM. 360,000 tested, 0.36% active; in the data active means inhibition above about 35%, passing the limit was not always enough;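 further: plate controls were DMSO wells with GST-MLLE for no effect and wells lacking GST-MLLE protein for full effect; some results filed as inactive read as strong as hits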
# Tb MetRS inh – T. brucei MetRS inhibitors, primary screen, biochemical, luminescence | methionyl-tRNA synthetase (Trypanosoma brucei brucei) | purified T. brucei MetRS, ATP depletion, Kinase-Glo luminescence | inhibition, % at 11.9 µM | 360,000 tested, 0.4% active;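 active means inhibition above a per-plate cutoff of the control wells' mean inhibition plus 3 SD, cut at about 5.5% in these data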;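 further: 0% = DMSO wells median and 100% = median of wells with control inhibitor compound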
#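 Test system – parasite MetRS enzyme · Reagent – substrates ATP, L-methionine and bulk Escherichia coli tRNA · Doses – 11.9 µM compound single dose, 0.9% DMSO · Times – 15 min enzyme-compound preincubation, 2 h reaction, 10 min detection, 25 °C · Signal – Kinase-Glo luminescence, ATP depletion format · Controls – DMSO-only wells as low control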
# MT1-MMP act inh – blockers of MT1-MMP proenzyme processing, primary screen, HT1080 RFP-PRO-GFP cells, GFP/RFP fluorescence; GFP/RFP ratio fluorescence, overnight; percent of plate control window, DMSO zero; 360,000 tested, 0.061% active; GFP/RFP ratio change, % at 20 µM; AID 651647, 2012;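 active means GFP/RFP ratio change of at least 30% with cell ATP level not reduced by more than half and red fluorescence within 50% of control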; further: strong numbers were not always called active
#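 Assay system: HT1080 RFP-PRO-GFP cells | Dosing: 20 µM single dose, 1% DMSO | Incubation: Cells overnight before dosing, compound overnight, 37 °C, 5% CO2 | Evaluation: GFP/RFP fluorescence ratio | Control set: DMSO-only wells and HT1080 RFP-L50D-GFP cell wells as references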
# The depositor's hits bear a star; i = inactive; . = not tested or not shown; + = active, no number. Compounds as they come. About 4% of those tested had a hit in this group.
SMILES,bovine MsrA act,E coli Lon inh,MsrA inh,CendR NRP1 mod,FAS TE block,SKN-1 block,PABP1 MLLE inh,Tb MetRS inh,MT1-MMP act inh
CC1C(=O)N2CCCc3cc(S(=O)(=O)Nc4ccccc4C(N)=O)cc1c32 (centres undefined),-5,-21,1.6,-5,-6,2,-6,-0.3,4
Cc1ccc(C2=NOC(=O)/C2=C\c2ccccc2)cc1,-1,-11,0.6,2,-2,26,29,-0.4,1
Cc1ccc(S(=O)(=O)N(CC(=O)Nc2ccccc2C(=O)O)c2ccccc2)cc1,7.8*,-12,1.6,-2,-5,-12,4,-0.8,3
CC(C)Cc1cc(C(=O)N(C)C2CCCN(Cc3ccccc3F)C2)n(C)n1 (centres undefined),-6,-7,0.8,-9,-3,1,-6,-0.8,5
Cc1ccc(C)c(CSc2nnc(-c3cccnc3)o2)c1,-1,-2,-1.5,-7,8,13,-10,-0.9,-5
CC(O)(c1ccc(F)c(F)c1)c1nc(-c2cccc(C#N)c2)cs1 (centres undefined),-9,-2,-0.5,-11,37,-14,6,-0.3,-3
COc1ccc(CCN2C(=O)CN(Cc3ccccc3)CC2=O)cc1OC,0,-3,-0.4,-5,-7,5,11,-0.5,-2
Nc1c(N(Cc2ccco2)C(=O)COc2ccccc2F)c(=O)[nH]c(=O)n1Cc1ccccc1,-5,-7,1.2,-9,-4,5,-2,-0.4,-3
Cc1c(Cc2ccccc2)c(NCCCO)n2c(nc3ccccc32)c1C#N,-4,-1,-0.5,-4,6,2,9,-0.5,9
Cc1cc(=O)oc(C)c1C(=O)Nc1ccccc1F,-7,-9,0.5,-4,-5,1,4,0.4,1
O=[N+]([O-])c1ccc(N2CCCCC2)s1,-6,-32,1.2,-55,-5,30,-38,-0.3,32*
O=C(CCC(=O)OCC(=O)c1ccc(Cl)cc1)NC1CCCCC1,-4,3,0.7,-1,-4,3,-6,-0.6,2
Cc1nnc(SCCn2c(N3CCN(C)CC3)nc3c2c(=O)[nH]c(=O)n3C)s1,-2,-11,0.1,-2,-4,-1,2,-0.3,-4
COc1cccc(NC(=O)c2ccc(Cn3cc([N+](=O)[O-])cn3)o2)c1,-2,3,0.0,-1,16,3,-21,0.5,-3
CCOC(=O)c1cnc2c(C(=O)OC)cccc2c1NCc1cccnc1,-2,4,4.5,4,-4,4,3,-0.3,-5
CC(=O)OC1CCC2(C)C(=CCC3C2CCC2(C)C3CC3ON=C(C)C32)C1 (centres undefined),-7,-7,-0.6,5,4,20,1,-0.1,0
C[C@H]1Cn2cnc(C(=O)Nc3cccc(Cl)c3)c2C(=O)N1,-7,-2,-0.9,4,-10,-22,0,0.9,-22
COCCN(CC(=O)Nc1cccc(C)c1C)C(=O)c1cc(-c2ccncc2)nc2ccccc12,0,-15,0.0,-21,-2,-1,-28,-0.4,0
O=C(CCSCCc1ccccn1)Nc1c(F)c(F)c(F)c(F)c1F,-3,-10,1.4,-6,-3,6,0,-0.2,-1
Cc1ccc(Cl)cc1N1CCN(C(=O)CCS(=O)(=O)c2cccc3nonc23)CC1,-2,-1,-0.1,3,33,8,-9,-0.8,5
O=S(=O)(Nc1ccc(F)cc1)c1ccc(S(=O)(=O)N2CCOCC2)cc1,-1,-3,0.3,-11,-3,-10,0,-0.3,-1
CC(C)Nc1nc(N(c2ccccc2)c2ccccc2)nc(-n2ccnc2)n1,-3,-5,1.1,0,-5,26,15,0.1,-28
CN(CC(=O)Nc1ccc(F)c(F)c1F)C(=O)c1n[nH]c(=O)c2ccccc12,-2,-7,0.1,0,-6,16,0,-0.4,-2
c1ccc(C[C@H]2CN=C(Nc3ccccc3)N2CC2CCCCC2)cc1,-8,-17,1.7,0,-26,-5,0,0.1,6
CCC1(CC)Cc2ccccc2-c2nc(CN3CCOCC3)[nH]c(=O)c21,3,7,-0.2,-3,1,-9,-10,-1.4,5
CCOC(=O)N1CCN(S(=O)(=O)N2CCCC(C(=O)NC(C)c3ccccc3)C2)CC1 (centres undefined),-2,5,-1.2,9,-2,11,7,0.3,0
COC(=O)C1(C)NC(c2ccccc2OC)C2C(=O)N(c3ccccc3)C(=O)C21 (centres undefined),-3,10,-1.6,3,-7,-2,3,-1.1,-5
COc1ccc(OCC(=O)N/N=C(\CCC(=O)O)c2cccs2)cc1,-5,6,-0.9,8,-2,-4,-13,-0.8,1
O=C(C1CCN(S(=O)(=O)c2cccc3cccnc23)CC1)N1CCCC1,-5,-5,-1.4,-1,-3,-6,5,-0.5,-2
Clc1ccc(OCCCCSc2ncccn2)cc1,-3,6,-0.9,-13,22,91*,38*,0.1,2
CCOC(=O)C[C@@H]1OC[C@H](Cc2ccccc2)N1S(=O)(=O)c1ccc(C)cc1,.,.,0.7,3,.,-4,.,-0.1,2
O=C1C=CN2CCOCC2C1 (centres undefined),-5,0,0.8,13,-12,13,3,-0.2,0
COc1ccc(-c2noc(CCC(=O)NCc3ccco3)n2)cc1,-3,-1,0.0,0,-3,2,0,0.1,0
COC(=O)[C@]1(C)N[C@H](CN(C)C(=O)C2CCCCC2)[C@@H]2C(=O)N(Cc3ccccc3)C(=O)[C@@H]21,-3,-13,-0.5,-10,-7,-11,10,-0.9,1
COc1ccccc1NC1=C(Cl)C(=O)N(C2CCCCC2)C1=O,-12,-8,0.0,-2,14,-10,-3,-1.9,12
COc1ccccc1NS(=O)(=O)c1cccc(NC(=O)c2nn(C)c(=O)c3ccccc23)c1,-4,-4,0.5,-5,22,-4,8,-0.3,2

# Quoted at random: 3 entries already listed
SMILES,bovine MsrA act,E coli Lon inh,MsrA inh,CendR NRP1 mod,FAS TE block,SKN-1 block,PABP1 MLLE inh,Tb MetRS inh,MT1-MMP act inh
COC(=O)C1(C)NC(c2ccccc2OC)C2C(=O)N(c3ccccc3)C(=O)C21 (centres undefined),-3,10,-1.6,3,-7,-2,3,-1.1,-5
COc1ccc(-c2noc(CCC(=O)NCc3ccco3)n2)cc1,-3,-1,0.0,0,-3,2,0,0.1,0
COC(=O)[C@]1(C)N[C@H](CN(C)C(=O)C2CCCCC2)[C@@H]2C(=O)N(Cc3ccccc3)C(=O)[C@@H]21,-3,-13,-0.5,-10,-7,-11,10,-0.9,1

# Following part
SMILES,bovine MsrA act,E coli Lon inh,MsrA inh,CendR NRP1 mod,FAS TE block,SKN-1 block,PABP1 MLLE inh,Tb MetRS inh,MT1-MMP act inh
C#CCO[C@@H]1C[C@H](n2cnc3c(=O)[nH]c(NC(=O)C(C)C)nc32)O[C@@H]1CO,0,-10,-0.7,11,-8,-5,-9,-0.3,-7
Cc1ccc(C(OCC(C)(C)C[N+](C)(C)C)c2ccccc2)cc1 (centres undefined),-2,-1,1.7,4,-2,-2,-150,0.4,-6
COc1ccc(-c2cc(C(=O)NNC(=O)c3csc(N4CCOCC4)n3)c3ccccc3n2)cc1,-7,7,1.3,-12,8,-16,5,-0.3,3
O=S(=O)(c1ccc(Cl)s1)N1CCC2(CC1)OCCO2,-7,0,-0.9,-14,4,-2,8,-0.6,3
CC(C)(C)c1cc(C(=O)N/N=C/c2ccc([N+](=O)[O-])s2)n[nH]1,-1,8,3.1,9,-3,9,2,0.3,11
Cc1ccc(C2=NOC(c3nnc(-c4ccccc4)o3)C2)cc1 (centres undefined),0,1,-0.5,-10,-7,20,5,0.1,5
Cc1ccc(Sc2c(C)nn(C(=O)CNS(=O)(=O)c3ccc(F)cc3)c2C)cc1,0,7,0.6,1,13,2,7,-0.1,0
CCCCC(=O)Nc1nnc(-c2ccco2)o1,-9,-1,-1.0,5,-4,-13,-4,-0.6,-1
CCNc1ccc2noc3c2c1C(=O)c1ccccc1-3,-3,+,0.6,126,-156,54,i,-0.9,-100
CCOC(=O)N(C)OC(=O)Nc1ccc(Cl)c(Cl)c1,-7,19*,0.5,-5,8,13,-23,0.4,1
CCOC(=O)CSc1nnc(CSc2nc(N)c3c(C)c(C)sc3n2)n1-c1ccccc1,-1,-11,0.7,-9,3,10,-136,0.3,15
C#Cc1ccc([C@@H]2C=C(C(=O)OCC=C)O[C@H](OCC)[C@H]2CCCO)cc1,2,1,-1.1,-11,4,8,7,-0.2,-7
O=C(Nc1ccc(F)cc1)C(c1cccc(F)c1)N1CCN(C(=O)c2ccco2)CC1 (centres undefined),.,.,-1.1,-9,.,3,.,-0.6,1
COCc1cc(/C=N\NC(=O)c2ccc(Cl)cc2)ccc1OC,-6,0,1.5,11,-5,8,12,-0.2,2
CC(=O)c1cccc(NC(=S)NCc2ccco2)c1,-1,4,0.6,-12,0,11,9,0.1,-1
CCN(c1ccc(NC(=O)COC(=O)c2cccs2)cc1)C(C)C,-8,-4,-0.1,1,3,-12,-16,-0.7,-4
COc1ccc(OCCSc2nc(N)cc(=O)[nH]2)cc1,-9,-7,-0.6,8,-3,-2,3,-1.3,1
Cc1cccc(N=C2CCCC2C(=O)Nc2cccc(C)c2C)c1C (centres undefined),-4,-6,-0.4,-3,-3,12,-17,0.3,-1
O=C(NCCCn1ccnc1)c1noc2c1CCc1ccccc1-2,0,1,-0.4,-8,-5,-5,1,0.6,3
NC(=S)N/N=C1\CC(n2nnnc2-c2ccccc2)C2COC1O2 (centres undefined),-3,-5,0.8,8,-3,-3,-4,0.5,2
Cc1ccsc1CNC12CC3CC(CC(C3)C1)C2,6,-5,-0.1,-1,-7,-7,-1,-0.5,-1
O=C(COC(=O)c1ccc(S(=O)(=O)NCc2ccco2)cc1)Nc1ccccc1,-1,-2,-0.5,7,0,3,5,-0.3,-1
Cc1cccc(Nc2nc3c(S(=O)(=O)c4ccccc4)nnn3c3ccccc23)c1,-2,-2,-0.1,-11,-9,6,0,0.6,5
CC(=O)Nc1ccc(/C(C)=N/NC(=O)CN(c2ccccc2Br)S(C)(=O)=O)cc1,-4,2,2.5,-4,-15,0,7,-0.2,-2
COc1ccc(CNC(=O)CN(Cc2ccco2)C(=O)CNS(=O)(=O)c2ccc(C)cc2)cc1,-3,4,-0.8,16,3,8,3,-0.6,-1
CSC(=CC(=O)c1ccccc1)SC,-6,3,3.0,5,-2,8,3,-0.9,6
COc1cccc(NS(=O)(=O)c2ccc3c(c2)CC(=O)N3)c1,-2,-7,-0.3,-1,-5,1,-2,-0.3,-3
CCN(CC)S(=O)(=O)c1ccc2oc(C(=O)NCC3COc4ccccc4O3)c(C)c2c1 (centres undefined),-3,-5,0.3,7,-42,-18,-4,-0.1,10
Cc1ccc(/C=N/n2c(C3CCCCC3)n[nH]c2=S)o1,-4,-3,-0.4,3,-2,1,-45,-1.1,-1
CC(=O)Nc1ccc(NC(=O)CSc2nc(=O)n(Cc3ccncc3)c3c2CCC3)cc1,-2,6,0.1,-9,-2,3,8,0.0,3

# Screening data (PubChem)
